# Dynein transport – blocks dynein driven cargo transport along microtubules | 3617.4 mouse cells, GR-EGFP nuclear translocation imaging; test concentration mostly 20 µM; stimulated with dexamethasone, 1 µM; stronger effect = lower value | z-score, hits read low | 220,000 compounds, 0.47% hits;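 active = plate z-score of nuclear minus cytoplasmic receptor signal below a set negative limit, without overly bright fluorescence or cell loss, cut at about -3.5 in these data, passing the limit was not always enough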;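 also: z-score of nuclear minus cytoplasmic ring GR-EGFP intensity difference per well; some compounds called inactive have numbers as strong as hits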
#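 Buffer or medium: tet-free, stripped-serum medium; reagent: dexamethasone at 1.0 µM final, 30 min; incubation: 48 h induction, 1 h compound, 30 min dex at 37 °C; measured by: formaldehyde fixation, Hoechst nuclear stain, 10x automated fluorescence imaging; read-out: nuclear-to-cytoplasmic GR-EGFP distribution per well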
# M17LAP inhibition – P. falciparum M17LAP inhibitors, primary screen, biochemical, fluorogenic H-Leu-NHMec substrate, 1536-well (AID 1619); 220,000 compounds, 0.38% hits; recombinant M17LAP, H-Leu-NHMec fluorogenic kinetic assay; higher % means a stronger effect; inhibition, % at 30 µM, or IC50 in µM where a hit was titrated;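 active = compound inhibiting the enzyme by more than half at any dose during confirmatory dose-response retesting; inconclusive = strong single-dose inhibitors picked by rank but not retested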;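 also: plate controls were full reaction with DMSO carrier for no effect and no enzyme background for full effect; strong numbers were not always called active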
# KOR beta-arrestin-1 – kappa opioid receptor blockers – cell-based, luminescence, uHTS (AID 1778); 290,000 compounds, 0.091% hits; KOR beta-arrestin recruitment, luminescence, antagonist mode; higher % means a stronger effect; inhibition, % at 10 µM; hits with a dose series show IC50 in µM; also: strong numbers were not always called active
# M1AAP inhibition – P. falciparum M1AAP inhibitors, biochemical, fluorogenic H-Leu-NHMec substrate, 1536-well (AID 1445); 220,000 compounds, 0.42% hits; recombinant M1AAP, H-Leu-NHMec fluorogenic kinetic assay; higher % means a stronger effect; inhibition, % at 30 µM; hits with a dose series show IC50 in µM;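 active = primary inhibition above the hit cutoff, then over 50% inhibition at one or more dose response concentrations, cut at about 23% in these data, passing the limit was not always enough; inconclusive = conflicting primary data, or primary hits not chosen for dose response; inactive = low primary inhibition, or under 50% at every dose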;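 also: plate controls were DMSO full reaction for no effect and no enzyme background for full effect; strong numbers were not always called active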
# AID2073 – inhibitors of Mint1-CaV2.2 protein interaction, biochemical, HTRF (AID 2073) | 290,000 compounds, 0.19% hits | inhibition, % at 20 µM, or IC50 in µM where a hit was titrated | HTRF protein-protein interaction, Mint1-CaV2.2; higher % means a stronger effect; in the data active = inhibition mostly above about 51%, no sharp cut-off; inconclusive = no clear call, values can overlap the other calls; inactive = mostly below about 53%; also: some results filed as inactive read as strong as hits
# GPR55 activation – GPR55 agonists via beta-arrestin recruitment, primary screen, imaging, U2OS cells, beta-arrestin-GFP redistribution (AID 1961); U2OS GPR55 beta-arrestin-GFP redistribution imaging; higher % means a stronger effect; activation, % at 10 µM, or EC50 in µM where a hit was titrated; 290,000 compounds, 0.048% hits;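 active = activation above 40% with more than 50 cells counted in the well; inconclusive = wells holding fewer than 50 cells, flagged as toxic or sparse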;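 also: U2OS osteosarcoma cells stably expressing GPR55 and beta-arrestin-GFP; plate controls were DMSO negative control for no effect and LPI positive control for full effect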
# NOD2 inhibition – inhibition of NOD2-driven NF-kB reporter – cell-based, luminescence, uHTS, HEK293 (AID 1566); HEK293 NOD2/NF-kB luciferase reporter, luminescence; higher % means a stronger effect; one-dose inhibition, % at 4 µM; EC50 in µM for titrated hits; 290,000 compounds, 0.63% hits; also: many of its hits are not listed in these tables
# NOD1 inhibition – inhibition of NOD1-driven NF-kB reporter – cell-based, luminescence, uHTS, primary screen (AID 1578). NOD1-driven NF-kB luciferase reporter cells, luminescence; higher % means a stronger effect. one-dose inhibition, % at 4 µM; EC50 in µM for titrated hits. 290,000 compounds, 1% hits; in the data active = inhibition mostly above about 36%, no sharp cut-off; inactive = mostly below about 34%;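 also: HEK-293T reporter cells stimulated with the NOD1 agonist gamma-tri-DAP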
# KOR beta-arrestin-2 – kappa opioid receptor activators – cell-based, luminescence, uHTS, primary screen (AID 1777); KOR beta-arrestin recruitment, luminescence; higher % means a stronger effect; activation, % at 10 µM; hits with a dose series show EC50 in µM; 280,000 compounds, 0.02% hits; in the data active = activation above about 50%, passing the limit was not always enough; also: a part of the inactive calls stands beside numbers as strong as those of hits
# Dynein transport cytoplasmic EGFP – also measured in Dynein transport; calls as there; z-score; measured here: cytoplasmic GR-EGFP intensity; stronger effect = higher value
# Dynein transport nuclear GR-EGFP – further read-out of Dynein transport, marked with its call; z-score; measured here: nuclear GR-EGFP intensity;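 lower value marks the stronger effect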
# Dynein transport cell count – also measured in Dynein transport; calls as there; z-score; measured here: cell count per field
# * marks the source's active call; other numbers are inactive results; ? = inconclusive; / = no result given; [ ] = dose if it differs, or a comment. Rule as the data show it, unless noted: active = inhibition above about 50%; inactive = the rest. Only part of the results is shown. The share of hits here may be higher or lower than overall.
# Values run as follows: Dynein transport | Dynein transport cytoplasmic EGFP | Dynein transport nuclear GR-EGFP | Dynein transport cell count | M17LAP inhibition | KOR beta-arrestin-1 | M1AAP inhibition | AID2073 | GPR55 activation | NOD2 inhibition | NOD1 inhibition | KOR beta-arrestin-2
N#CC1=C(N)N(c2ncn[nH]2)C2=C(C(=O)CCC2)C1c1ccc(F)cc1 (stereo not drawn)
→ 1.4 | -0.074 | 0.99 | -1.2 | 14% | 0% | 7% | 11% | -0.2% | -1% | -36% | 0.6%
Cc1cc(NC(=O)CCC(=O)N(Cc2cccs2)C(C(=O)NC2CCCC2)c2ccccc2)no1 (stereo not drawn)
→ -0.014 | -0.059 | 0.42 | 0.47 | 3% | 18% | -6% | 3% | -0.3% | -11% | 10% | -0.9%
S=C(Nc1ccccc1)N(CCN1CCOCC1)Cc1cccc(Cl)c1
→ -0.46 | -0.14 | -0.059 | 0.58 | 4% | -67%[20 µM] | 3% | -14% | 0.2% | 8% | 9% | 0.0%
COC(=O)c1c(NC(=O)CN2CCN(C(=O)c3ccco3)CC2)c2cc(C)ccc2n1C
→ -0.015 | -0.31 | 0.056 | 0.35 | 8% | 17% | 10% | 4% | -0.2% | -2% | -25% | 5.5%
Cc1ccc2c(SCC(=O)NCc3ccco3)nc(-c3ccc(F)cc3)nc2c1
→ -0.58 | -0.22 | -0.13 | 0.82 | 3% | -3% | 7% | 11% | -0.3% | 10% | -35% | 0.7%
CC(C)(C)CC(=O)Nc1ccccc1N1CCN(c2ccc(F)cc2)CC1
→ / | / | / | / | / | -47%[20 µM] | / | -2% | 0.3% | -6% | 0% | -2.6%
O=C(Cc1cccc2ccccc12)OCn1nnc2ccccc2c1=O
→ 0.016 | 0.2 | 0.1 | -0.21 | 3% | 10% | 9% | 6% | -0.3% | 4% | -19% | -1.9%
CC(C)(C)c1ccc(O)c(N=Cc2cc3c(cc2[N+](=O)[O-])OCO3)c1
→ / | / | / | / | / | -60%[20 µM] | / | -9% | -0.3% | 11% | -11% | -3.5%
C/C(=N\NC(=O)c1ccncc1)c1cccnc1
→ / | / | / | / | / | -14% | / | 16% | 0.2% | -2% | -22% | -1.5%
COc1cccc(-c2cc(=O)c3cc(NC(C)=O)ccc3[nH]2)c1
→ -0.23 | -0.23 | 0.36 | 0.0087 | -135% | -14% | 7% | 25% | 0.6% | -7% | -23% | 0.8%

# The last 6 entries of the part before lead into the next.
# Values run as follows: Dynein transport | Dynein transport cytoplasmic EGFP | Dynein transport nuclear GR-EGFP | Dynein transport cell count | M17LAP inhibition | KOR beta-arrestin-1 | M1AAP inhibition | AID2073 | GPR55 activation | NOD2 inhibition | NOD1 inhibition | KOR beta-arrestin-2
Cc1ccc2c(SCC(=O)NCc3ccco3)nc(-c3ccc(F)cc3)nc2c1
→ -0.58 | -0.22 | -0.13 | 0.82 | 3% | -3% | 7% | 11% | -0.3% | 10% | -35% | 0.7%
CC(C)(C)CC(=O)Nc1ccccc1N1CCN(c2ccc(F)cc2)CC1
→ / | / | / | / | / | -47%[20 µM] | / | -2% | 0.3% | -6% | 0% | -2.6%
O=C(Cc1cccc2ccccc12)OCn1nnc2ccccc2c1=O
→ 0.016 | 0.2 | 0.1 | -0.21 | 3% | 10% | 9% | 6% | -0.3% | 4% | -19% | -1.9%
CC(C)(C)c1ccc(O)c(N=Cc2cc3c(cc2[N+](=O)[O-])OCO3)c1
→ / | / | / | / | / | -60%[20 µM] | / | -9% | -0.3% | 11% | -11% | -3.5%
C/C(=N\NC(=O)c1ccncc1)c1cccnc1
→ / | / | / | / | / | -14% | / | 16% | 0.2% | -2% | -22% | -1.5%
COc1cccc(-c2cc(=O)c3cc(NC(C)=O)ccc3[nH]2)c1
→ -0.23 | -0.23 | 0.36 | 0.0087 | -135% | -14% | 7% | 25% | 0.6% | -7% | -23% | 0.8%
COc1ccc2cc(C#N)c(Nc3cccc(F)c3)nc2c1
→ -0.83 | -0.22 | -0.13 | 0.24 | -7% | -19% | 2% | 39% | 0.1% | 17% | -23% | 6.1%
Cn1nnnc1SCCNCc1cc(Cl)ccc1OCc1ccccc1
→ 1 | -0.27 | 0.24 | -0.73 | -1% | -10% | 6% | -5% | 0.0% | 20% | 23% | 5.4%
O=C(Nc1ccc(F)cc1F)c1ccco1
→ -0.066 | -0.27 | -0.17 | 0.46 | -1% | 6% | -1% | ? | -0.2% | -8% | -33% | 2.5%
CN(c1ccccc1C(=O)Nc1ccc(S(=O)(=O)N2CCCC2)cc1)S(C)(=O)=O
→ -0.89 | -0.4 | -0.29 | 1.1 | 1% | 2% | 16% | -2% | -0.1% | 13% | 9% | -0.7%
CCOc1cc(-c2cc(-c3ccc(NC(C)=O)cc3)nc(N)c2C#N)ccc1O
→ / | / | / | / | / | -10%[20 µM] | / | 15% | 0.3% | 29% | 21% | -2.2%
CC12COC3(C(=O)Nc4ccccc4)CC1CCC32C (stereo not drawn)
→ 1.7 | -0.19 | 1.2 | -0.83 | 4% | -33%[20 µM] | -6% | 4% | -0.1% | 13% | -32% | /
COc1ccc(-n2nnc3c(=O)n(Cc4cc(C)ccc4C)cnc32)cc1
→ 0.86 | -0.14 | 0.8 | -1.1 | 5% | 19% | 10% | 7% | 0.0% | 12% | 10% | -3.5%
Cc1ccc(-c2nnc(-c3ccc4c(c3)OCO4)o2)cc1
→ -0.39 | -0.32 | 0.068 | 0.16 | 1% | -116%[20 µM] | 4% | 35% | -0.1% | -224% | -67% | 1.2%
Cc1ccccc1NC(C)C(=O)N/N=C/c1c[nH]c2ccccc12 (stereo not drawn)
→ -0.47 | -0.31 | -0.21 | 0.76 | 11% | 33% | 7% | 0% | 0.7% | 18% | -11% | -3.7%
CSc1nnc(Nc2ccccc2C)s1
→ 0.37 | -0.21 | 0.86 | 0.5 | 40% | -6% | 1% | -6% | -0.2% | -2% | -7% | -8.4%
CCOC(=O)CN1C(=O)C(=O)N(Cc2ccccc2)C1=O
→ / | / | / | / | / | 12% | / | 22% | -0.1% | 5% | -11% | -2.7%
O=C(CSc1ccc(-c2ccco2)nn1)Nc1ccccc1F
→ / | / | / | / | / | -16% | / | 29% | -0.1% | 14% | -3% | 5.0%
CN1CCN(C(=O)/C(=C/c2ccc([N+](=O)[O-])cc2)NC(=O)c2ccccc2)CC1
→ / | / | / | / | / | 17% | / | 9% | 0.5% | 1% | -15% | -0.7%
C[C@]12CCC(=O)CC1=CCC1C3CC=C(C#N)[C@@]3(C)CC[C@@]12O (stereo partly drawn)
→ / | / | / | / | / | -5% | / | 14% | 0.0% | -9% | -10% | -1.1%
Cc1ccc(NC(=O)c2noc3c2CCCCC3)cc1C
→ 1.7 | -0.18 | 1.1 | 0.081 | -10% | 5% | 3% | 10% | -0.1% | -130% | -22% | -2.9%
COc1cc2c(cc1NC(=O)c1cccc([N+](=O)[O-])c1)oc1ccccc12
→ -1 | -0.21 | -0.61 | 0.98 | -1% | -83% | 1% | 18% | 0.4% | 22% | -10% | 32%
CC(=O)c1ccc(N2CCN(c3ccc(C(F)(F)F)cn3)CC2)cc1
→ -0.094 | -0.2 | -0.094 | -0.29 | -3% | 15% | 6% | 39% | -0.2% | 24% | 21% | -0.5%
Cc1ccc2cc(CCNC(=O)C(C)C)c(=O)[nH]c2c1
→ -0.23 | -0.23 | 0.15 | 0.84 | 1% | 36% | 3% | 0% | 0.2% | 23% | -9% | -3.6%
Cc1cc(C)nc(N(C#N)Cc2ccccc2Cl)n1
→ -0.64 | -0.19 | -0.23 | -0.021 | -3% | 32% | 8% | -3% | -0.1% | 14% | 3% | -9.0%
COc1ccc(OCCNC(=O)c2ccc(C)cc2)cc1
→ / | / | / | / | / | 9% | / | -8% | 0.0% | -9% | -3% | -2.1%
CC(=O)Nc1ccc(C(=O)N2CCc3cc4c(cc3C2C)OCCCO4)cc1 (stereo not drawn)
→ / | / | / | / | / | -8%[20 µM] | / | 16% | -0.2% | 4% | -11% | 1.6%
O=C1/C(=C/c2cccs2)SC(=S)N1c1ccccc1
→ -2 | -0.19 | -0.44 | 1.1 | -4% | -60% | 5% | 4% | 0.3% | -33% | -67% | -2.9%
O=C1c2ccncc2C(=O)N1C1CCCCC1
→ 0.24 | -0.22 | 0.18 | 0.004 | -10% | 31% | -2% | -1% | 0.0% | 3% | -10% | -2.4%
COc1cccc(S(=O)(=O)Nc2cccc(C(=O)N3CCCCCC3)c2)c1
→ -0.94 | -0.29 | -0.86 | 0.81 | 10% | -20% | -1% | -1% | -0.3% | 8% | -41% | 3.9%
COc1cccc(C(=O)C2CCCN(C(=O)c3ccc(C#CC(C)(C)O)cc3)C2)c1 (stereo not drawn)
→ -0.47 | -0.35 | -0.066 | 1.4 | / | -15%[20 µM] | / | 6% | -0.1% | 17% | -17% | /
CN(C)CCCOC(=O)COc1ccc(Br)cc1
→ 0.041 | -0.28 | 0.059 | -0.32 | -3% | 3% | 0% | -17% | 0.7% | 11% | -10% | 2.3%
CC(C)(C)OC(=O)N1CCC(c2cc(=O)n3[nH]c(-c4ccc(Cl)cc4)cc3n2)CC1
→ 1.2 | 0.25 | 0.86 | -1.2 | -7% | 10% | 5% | -3% | -0.2% | 8% | 43% | -3.3%
CCC(=O)NNc1nc2c(Cl)cccc2s1
→ 1.1 | -0.16 | 1.1 | -0.61 | 8% | 0% | 7% | -8% | 0.5% | 9% | -37% | -4.7%
CCc1cc2c(NCC3CCCO3)ncnc2s1 (stereo not drawn)
→ 0.39 | -0.32 | 0.47 | -1.5 | -1% | 8% | 7% | 0% | -0.2% | 23% | 17% | 2.9%
O=C1C=C(Nc2ccc(Cl)cc2)CC(c2ccccc2)C1 (stereo not drawn)
→ -1.4 | 1 | -0.87 | 1 | 9% | -16% | 9% | 0% | 0.3% | -16% | -9% | 7.7%
CC(=O)c1ccc(S(=O)(=O)Nc2ccc(-c3ccc4nnc(C)n4n3)cc2)cc1
→ 1.1 | -0.2 | 0.77 | -0.68 | 1% | -24% | 8% | 50% | 1.0% | -10% | -36% | -2.9%
N#CCC(=O)Nc1ccc(C(=O)OCC(=O)Nc2ccccc2Sc2ccccc2)cc1
→ -0.3 | -0.22 | -0.16 | 0.46 | 13% | -2% | -2% | 34% | 0.3% | -9% | -9% | -1.6%

# Source: PubChem
